Screens as filed in PubChem.
ELG1 DNA repair: blocks ELG1-dependent DNA repair in HEK293T cells; HEK293T ELG1-luciferase reporter, luminescence, 16 h; DNA damage induced by 5-fluorouridine; Potency, µM (series often up to 46.1 µM), for the others: at the highest dose activity change, negative = inhibition, hits mostly inhibitors; 330,000 tested, 2.3% active; note: potency is the fitted concentration of half-maximal effect; % is set by controls: 0 for no effect and ±100 for the full control effect; nearly all actives have a fitted effect of over 55% in size
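Reporter activity after DNA damage by 5-fluorouridine is monitored. Compound-treated cells incubate 16 hr at 37 °C, then ONE-Glo is added for 30 min before luminescence reading.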
Tb PFK block: blocks T. brucei phosphofructokinase | O15648 | T. brucei PFK, ADP-Glo luminescence | Potency, µM (top dose mostly 57.5 µM), for the others: at the highest dose activity, negative = inhibition, actives largely listed as inhibitors | 330,000 tested, 0.17% active;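 note: potency is the fitted concentration of half-maximal effect; 0% = uninhibited 1x PFK enzyme wells and -100% = no-enzyme wells; nearly all actives have a fitted effect of over 60% in size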
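Compounds were pin-transferred as a titration series up to 57 uM into substrate buffer (0.5 mM F6P, 0.1 mM ATP, pH 8.0), then 1.25 nM PFK was added and reactions ran 45 min before ADP-Glo detection.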
USP2a block: USP2a (human) protease inhibition | O75604 | USP2 core, Ub-CHOP2 coupled fluorogenic reporter, 485/531 | Potency, µM (series often up to 38.3 µM), without a hit: at the top dose activity change, negative = inhibition, usual class: inhibitors | 330,000 tested, 0.01% active | AID 463254;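 note: potency is the fitted concentration of half-maximal effect; plate controls were DMSO wells for no effect and full inhibition by NEM control for full effect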
Target sequence (O75604 whole entry, looked up): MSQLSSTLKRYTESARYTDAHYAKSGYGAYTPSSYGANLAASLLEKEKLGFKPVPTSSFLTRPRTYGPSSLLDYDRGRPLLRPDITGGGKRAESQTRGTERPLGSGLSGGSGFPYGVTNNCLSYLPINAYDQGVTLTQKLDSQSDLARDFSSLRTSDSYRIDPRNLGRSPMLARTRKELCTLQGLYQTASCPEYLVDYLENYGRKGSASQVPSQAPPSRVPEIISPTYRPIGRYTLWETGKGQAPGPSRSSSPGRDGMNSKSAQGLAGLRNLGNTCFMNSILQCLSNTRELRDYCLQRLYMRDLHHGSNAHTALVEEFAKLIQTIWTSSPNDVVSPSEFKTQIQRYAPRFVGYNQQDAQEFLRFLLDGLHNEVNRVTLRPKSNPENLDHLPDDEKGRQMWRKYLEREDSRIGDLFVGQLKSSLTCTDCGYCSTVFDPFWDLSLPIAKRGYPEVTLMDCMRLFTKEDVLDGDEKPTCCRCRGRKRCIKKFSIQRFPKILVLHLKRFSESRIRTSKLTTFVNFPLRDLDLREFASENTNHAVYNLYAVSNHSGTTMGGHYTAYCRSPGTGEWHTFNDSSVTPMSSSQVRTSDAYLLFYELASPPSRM
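USP2 core (10nM final) preincubated 30min RT with compound in 20mM Tris-HCl pH 8.0, 2mM CaCl2, 2mM beta-mercaptoethanol, 0.05% CHAPS; 25nM Ub-CHOP2 plus 25nM reporter substrate added, fluorescence (Ex485/Em531) read after 60min.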
TSHR antag: antagonists of human thyroid stimulating hormone receptor; 330,000 tested, 0.2% active; AID 504810; activity change, negative = inhibition, % at 11.5 µM; TSHR-expressing cells, TSH-stimulated cAMP HTRF, 2 h; stronger effect = lower value; P16473;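 active = activity change below a set negative limit, meaning inhibition stronger than a set level, cut at about -70% in these data; inconclusive = activity change between two set negative limits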; note: % is set by controls: 0 for no effect and ±100 for the full control effect
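Read-out is FRET at 665 nm (cryptate excitation 337 nm) from a cryptate-tagged anti-cAMP antibody, competed by cell cAMP against cAMP-d2. Compounds are tested on freshly harvested TSHR cells challenged with 4nM TSH (EC80) for 2 hours at 37 deg C.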
uPA generation: inhibitors of cell surface uPA generation; cell surface uPA generation assay, qHTS; Potency, µM (top dose mostly 38.3 µM), for the others: at the highest dose activity change, negative = inhibition, usual class: inhibitors; 330,000 tested, 0.31% active; active = well fitted inhibition curve with a large enough effect; inconclusive = small, poorly fitted or top-dose-only effect; inactive = no such curve, though single readings can be large or run the other way; tested in mouse RAW 264.7 cells; note: potency is the fitted concentration of half-maximal effect; % is set by controls: 0 for no effect and ±100 for the full control effect; nearly all actives have a fitted effect of over 55% in size
PTAP TSG101 blk: blocks PTAP/TSG101 interaction to inhibit HIV-1 budding; 340,000 tested, under 10 active; Q99816; Potency, µM (top dose mostly 115 µM), inactives show at the top dose activity change, negative = inhibition, hits mostly inhibitors; Fluorescence polarization, FITC-PTAP peptide / Tsg101 binding; active = well fitted inhibition curve with a large enough effect in the main read-out, with a control signal flat, not every such curve was filed as active; inconclusive = small, poorly fitted or top-dose-only effect, or effect the other way, or a change in a side signal; inactive = no such curve, though single readings can be large or run the other way; note: potency is the fitted concentration of half-maximal effect; % of control where 0% means no effect
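FP read-out: FITC-PTAP peptide, 50 nM final, binding Tsg101 binding domain, 10 uM final; 20 min, r.t.; 10 mM HEPES pH 7.5, 0.15 M NaCl, 0.01% Tween 20, 3 mM EDTA, 0.1 mM TCEP.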
Mito fusion yeast: blocks mitochondrial division or promotes mitochondrial fusion | S. cerevisiae fusion-defective mutant growth rescue, CellTiterGlo 48 h | Potency, µM (titrated, usually from 46.1 µM), for inactives: at the top dose growth rescue (activation), actives largely listed as activators | 320,000 tested, 0.23% active;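 note: potency is the fitted concentration of half-maximal effect; % of control where 0% means no effect; nearly all actives have a fitted effect of over 45% in size; temperature-sensitive fusion mutants such as fzo1-1 at 37 °C on non-fermentable ethanol glycerol medium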
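Read-out: ATP-based luminescence (CellTiterGlo, 10 min ambient) reporting growth of fusion-defective ts yeast after 48 hours at 37C on glycerol/ethanol YPEG medium in the presence of compound.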
TCR act: T cell receptor activation. primary human leukocytes, anti-CD3, IL-2 HTRF, 48 h. Potency, µM (highest dose often 9.22 µM), for inactives: at the highest dose activation of IL-2 secretion, actives largely listed as activators. 330,000 tested, under 10 active. AID 504894; note: % of control where 0% means no effect
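TCR engagement came from a-CD3 beads alone, with compounds added to primary human leukocytes for 48 hr. Secreted IL-2 bridged europium cryptate- and d2-labelled anti-IL-2 antibodies, giving FRET emission at 665nm after 320nm excitation.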
Chronic BCR inh: chronic active BCR signaling inhibition | 340,000 tested, 0.05% active | Potency, µM (highest dose often 46.1 µM), for the others: at the top dose ratio change, negative = lower green/red ratio, hits mostly inhibitors | ABC-DLBCL IkBa-CBG/CBR reporter, luminescence ratio, 4 h; active = well fitted inhibition curve with a large enough effect in the signal ratio, with a control signal flat, not every such curve was filed as active; inconclusive = small, poorly fitted or top-dose-only effect, or effect the other way, or a change in a side signal; the % refers to the signal ratio;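 note: potency is the fitted concentration of half-maximal effect; plate controls were basal doxycycline-induced cells for no effect and cells given 10 µM MG132 for full effect; MG132 reads +100%, hits lower the ratio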
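TMD8 ABC-DLBCL cells carrying doxycycline-inducible green luciferase fused to IkappaBalpha plus unfused red luciferase were exposed to compounds (up to 46 uM) for 4 hrs at 37C. Activity came from the overlap-corrected green/red luminescence ratio.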
Eya2 phos inh: Eya2 (human) phosphatase inhibition. 330,000 tested, 0.006% active. O00167. Potency, µM (top dose mostly 76.9 µM), without a hit: at the highest dose activity, negative = inhibition, usual class: inhibitors. recombinant Eya2, OMFP fluorescence dephosphorylation (OMFP is methylfluorescein phosphate). AID 488837; note: potency is the fitted concentration of half-maximal effect; % is set by controls: 0 for no effect and ±100 for the full control effect
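Eya2 protein (added as 0.2 uM solution) was preincubated with compound for 10 min at ambient temperature in 50 mM HEPES pH 7.5, 50 mM NaCl, 5 uM MgCl2, 0.05% BSA, 1 mM DTT. OMFP (added at 50 uM) then reacted 10 min; fluorescence read at 485/525 nm.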
B2AR arrestin: beta2AR (human) beta-arrestin recruitment activity; P07550; beta-arrestin recruitment to beta2AR, cell-based reporter; Potency, µM (highest dose often 46.1 µM), for inactives: at the top dose activation, actives largely listed as activators; 330,000 tested, 0.02% active; AID 492947;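 note: potency is the fitted concentration of half-maximal effect; 0% = DMSO controls and full agonism = EC100 isoproterenol or metaproterenol; nearly all actives have a fitted effect of over 65% in size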
Target sequence (P07550 whole entry, looked up): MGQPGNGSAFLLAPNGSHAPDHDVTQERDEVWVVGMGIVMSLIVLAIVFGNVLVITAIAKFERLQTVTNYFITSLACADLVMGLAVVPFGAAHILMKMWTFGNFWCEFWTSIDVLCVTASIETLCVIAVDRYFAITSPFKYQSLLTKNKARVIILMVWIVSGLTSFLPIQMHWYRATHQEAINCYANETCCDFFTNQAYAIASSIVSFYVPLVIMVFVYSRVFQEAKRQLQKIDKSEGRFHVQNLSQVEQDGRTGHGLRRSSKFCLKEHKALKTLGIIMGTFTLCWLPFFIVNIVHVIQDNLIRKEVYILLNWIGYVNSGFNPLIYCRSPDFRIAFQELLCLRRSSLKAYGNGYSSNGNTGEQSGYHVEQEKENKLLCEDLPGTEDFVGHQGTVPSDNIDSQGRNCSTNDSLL
* = called active by the depositor; ? = inconclusive; nt = no result given; [ ] = remark or other dose. Unless noted, calls come from the whole dose curve; as a rule, active = well fitted curve in the direction sought with a large enough effect; inconclusive = small, poorly fitted or top-dose-only effect, or another doubt; inactive = no such curve, though single readings can be large; an effect the other way counts as inactive or inconclusive. Not a hit list; overall some 3% were active at least once.

SMILES	ELG1 DNA repair	Tb PFK block	USP2a block	TSHR antag	uPA generation	PTAP TSG101 blk	Mito fusion yeast	TCR act	Chronic BCR inh	Eya2 phos inh	B2AR arrestin
COC(=O)C1C(=O)N2CCCSC2=C(C#N)C1c1cccs1 (configuration not stated)	9%	3%	3%	15	2%	-6%	2%	nt	4%	19%[15.4 µM]	0.1%
COc1ccc(S(=O)(=O)N2CCN(c3ncccn3)CC2)cc1[N+](=O)[O-]	-4%	0%	2%	23	-12%	-5%	-2%	-7%	-10%	-7%	0.1%
C=Cn1nc(C)c2ccccc2c1=O	-4%	16%	-4%	-1	-2%	-2%	-3%	-5%	8%	5%	-0.3%
CCOC(=O)c1c(C)n(C)c2ccc(OCC(O)Cn3c(C)nc4ccccc43)cc12 (configuration not stated)	12µM*	1%	-3%	-1	nt	-3%	4%	-5%	?	1%	-0.3%
Cc1cc(NC(=O)c2noc3c2CCCC3)no1	?	15%	-4%	0	7%	nt	1%	nt	17%	-14%	0.0%
CCNC(=O)c1cc2c(=O)n3cccc(C)c3nc2n(Cc2ccc(C)cc2)c1=N	-12%	0%	1%	-2	6%	-4%	0%	-2%	?	-5%	0.0%
O=C(c1cc(-c2ccc(F)cc2)on1)N1CCN(c2ccc(F)cc2)CC1	9%	0%	1%	-4	nt	0%	-1%	-1%	?	4%	-0.1%
Cc1cc(Cl)ccc1NC(=S)Nc1cccnc1	18%	-14%	0%	3	-7%	-2%	-10%	-7%	-1%	3%	-0.3%
CCCN(CCC)CCNC(=O)CS(=O)Cc1nc(-c2ccc(C)cc2)oc1C (configuration not stated)	-9%	6%	0%	5	-3%	-9%	-1%	2%	-18%	0%	-0.7%
CCC(Oc1cccc(Cl)c1)C(=O)N1CCCN(C)CC1 (configuration not stated)	15%	1%	4%	1	4%	-4%	-2%	-9%	5%	7%	-0.5%
O=c1c(Cl)c(Cl)cnn1Cc1nnc(-c2ccc(Cl)cc2)o1	?	-1%	0%	-19	-14%	-7%	-24%	nt	?	-10%	-1.8%
Cc1ccc(SCCNC(=O)c2ccc([N+](=O)[O-])c(C)c2)cc1	-5%	-5%	0%	14	0%	0%	6%	4%	-5%	-9%	-0.2%
Cc1ccccc1CS(=O)(=O)CCC(=O)NCCCN1CCOCC1	23%	2%	1%	29	0%	-1%	2%	-6%	10%	6%	-0.3%
CCC(C)C(=O)Nc1cc(Cl)ccc1C(=O)O (configuration not stated)	-8%	-1%	3%	8	4%	-10%	-27%	1%	-3%	9%	0.0%
O=C(CN1C2=NCCCN2c2ccccc21)c1ccc(Cl)cc1Cl	-5%	3%	6%	12	-4%	1%	-7%	1%[46.1 µM]	?	-6%	-0.5%
O=[N+]([O-])c1ccc(CSc2ccccn2)cc1	?	-15%	4%	-1	1%	-1%	3%	3%	?	-14%	0.5%
O=C(NC1CCCCC1)C(c1ccccn1)N(C(=O)c1csnn1)c1ccccc1 (configuration not stated)	7%	1%	4%	-1	0%	-3%	1%	-7%	-7%	-14%	0.2%
CCOC(=O)C(C)(C)N(Cc1ccccc1C)S(=O)(=O)c1ccc(Cl)c([N+](=O)[O-])c1	?	0%	0%	-2	-12%	-7%	-9%	2%	?	-2%	0.1%
Cc1nc(Cl)c2c(n1)N(CC(N)=O)C(=O)CO2	1%	-1%	2%	-4	7%	-3%	2%	6%[46.1 µM]	5%	3%	-1.1%
CNC[C@@H](CC1CCCCC1)NC[C@H](CC(C)C)NCCc1cccc(C(F)(F)F)c1	?	0%	2%	3	?	-1%	-23%	2%	-12%	-9%	-0.7%
CCCCn1c(N)c(N(CC(C)C)C(=O)COC(=O)c2ccccc2NCCO)c(=O)[nH]c1=O	9%	0%	1%	-4	-2%	-4%	4%	0%	4%	-6%	-1.0%
O=C(O)/C(=C\c1cccc(O)c1)c1ccc(S(=O)(=O)N2CCCC2)s1	6%	-9%	0%	-10	6%	-1%	4%	-17%	5%	14%	0.4%
COCc1cc(C)nc(N2CCOCC2)c1C#N	8%	2%	0%	19	18%	1%	-7%	-4%	1%	15%	0.1%
Cc1cc(C(=O)N/N=C/c2cccc([N+](=O)[O-])c2)c(C)o1	22%	-2%	2%	55	0%	-3%	-5%	nt	?	8%	0.5%
Cc1ccc(N=C2NC(=O)/C(=C/c3cn(C)c4ccccc34)S2)cc1C	?	6%	8%	-7	-5%	?	?	-2%[46.1 µM]	0%	25%	-0.5%

(list continues)
SMILES	ELG1 DNA repair	Tb PFK block	USP2a block	TSHR antag	uPA generation	PTAP TSG101 blk	Mito fusion yeast	TCR act	Chronic BCR inh	Eya2 phos inh	B2AR arrestin
O=C1/C(=C\c2ccc(O)cc2)SC(=S)N1/N=C/c1ccc(O)cc1	0%	-4%	18%	-6	-10%	5%	0%	-13%	?	-17%	0.3%
Cc1cc(C)c2nc(N3C(=O)C(O)=C(C(=O)c4ccco4)C3c3ccc(O)cc3)sc2c1 (configuration not stated)	?	-2%	1%	174	1%	-6%	5%	2%	?	-12%	-0.2%
Cc1nn(C)c(C)c1CN(C)C(=O)C1CCC(=O)N(C2CCCCCC2)C1 (configuration not stated)	-5%	2%	0%	31	-3%	-3%	-3%	0%	2%	23%	-0.3%
CCc1ccc(CNc2ccc(O)cc2)cc1	?	-18%	2%	-8	-2%	-7%	-2%	3%	-11%	8%	?
CC1=CCC2C(=O)N(c3ccc(C)cc3)C(=O)C2C1 (configuration not stated)	?	2%	3%	13	8%	-8%	2%	-1%	1%	4%	-0.1%
CCOC(=O)c1c(NC(=O)CN2C(=O)NC3(CCC(C)CC3)C2=O)sc(C)c1-c1ccc(C)cc1 (configuration not stated)	?	0%	-2%	35	-1%	-1%	18%	-1%[46.1 µM]	1%	4%	0.4%
CCc1cc2c(CN(C)Cc3ccccc3F)cc(=O)oc2cc1O	-17%	3%	0%	3	0%	-4%	18%	-2%	?	-6%	-0.7%
Nc1nnc(CC(=O)Nc2ccccc2)s1	15%	0%	4%	23	1%	-2%	-11%	1%	?	0%	-0.7%
COc1cc(/C=N/NC(=S)NC2CC3CCC2C3)ccc1O (configuration not stated)	1%	-2%	-2%	0	-23%	-2%	-2%	-3%	?	1%	2.6%
CCCn1nnnc1NCc1ccccc1OCc1cccs1	7%	26%	2%	2	-4%	-4%	10%	nt	10%	-1%	-0.3%
O=C(NNC(=O)C1COc2ccccc2O1)c1ccccc1O (configuration not stated)	18%	13%	-1%	0	-6%	0%	11%	4%	?	8%	0.1%
O=C(CN1C(=O)NC2(CCCCCC2)C1=O)Nc1ccc(Cl)c([N+](=O)[O-])c1	3%	-2%	-4%	nt	-25%	-1%	nt	nt	-6%	0%	0.1%
COc1ccc(C(=O)On2c(-c3ccc(Br)cc3)nc3ccccc3c2=O)cc1	?	1%	1%	14	-10%	0%	-1%	-7%	?	5%	-0.5%
CCN(CC)c1ccc(NC(=O)c2cnn(CC)c2)cc1	?	2%	0%	-1	-2%	0%	1%	6%	?	-10%	-0.7%
CCCCN(C(=O)c1cc(CC)c(C)s1)c1c(N)n(CC(C)C)c(=O)[nH]c1=O	1%	3%	2%	-1	3%	-1%	-2%	-8%	1%	-3%	-0.7%
COc1ccc(NC(=O)CCCc2ccccc2)cc1OC	?	1%	1%	-9	3%	-6%	0%	-29%	?	-10%	-1.0%
Nc1ccc(NC(=S)Nc2ccccc2)cc1	23%	4%	0%	9	-4%	2%	-12%	9%	0%	12%	-0.5%
CN1C(=O)c2cccc3c(S(=O)(=O)NCCc4ccccc4)ccc1c23	3%	0%	0%	-5	-1%	0%	9%	5%	-2%	13%	-0.5%
Cc1nn(-c2ccccc2)nc1C(=O)NNC(=O)c1ccc(C(F)(F)F)cc1	-23%	-15%	-1%	4	-1%	-2%	-7%	1%	-8%	3%	-0.1%
O=C(N/N=C\c1ccc(-c2ccccc2[N+](=O)[O-])o1)C1COc2ccccc2O1 (configuration not stated)	?	-22%	0%	2	2%	0%	2%	-1%[46.1 µM]	?	-2%	-0.4%
O=C(Nc1ccc(S(=O)(=O)N2CCCCCC2)cc1)c1[nH]ncc1[N+](=O)[O-]	?	0%	4%	1	nt	nt	3%	nt	?	0%	0.2%
Cc1nc2ncnn2c(C)c1CCC(=O)N1CCN(C(=O)c2ccco2)CC1	-8%	-3%	1%	8	3%	-4%	-3%	0%	-5%	6%	0.5%
